PGC1a acetyl inh: PGC1a acetylation modulation, inhibitor mode | U2OS PGC1a acetylation, AlphaScreen anti-acetyl-lysine; with virally co-expressed GCN5 acetyltransferase | inhibition, % at 15.6 µM | 350,000 compounds, 0.17% hits | AID 651687;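 active = every replicate shows inhibition of at least 40%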;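 note: 0% = neutral control wells and 100% = positive control wells; some results beyond the cut were filed as inactive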
Cneo AK release: causes C. neoformans cell lysis; adenylate kinase release luminescence, 4 h; normalised: neutral wells 0, clomiphene wells 100; lysis activity, % at 15 µM; 360,000 compounds, 0.2% hits;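 active = mean lysis activity across replicates of at least 80%, whatever share of replicates individually reach that level; inactive = mean lysis activity below 80%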
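Signal: Adenylate kinase release luminescence | Assay system: Log-phase Cryptococcus neoformans yeast cells | Input: Cells at 5 × 10^6 per mL | Buffer or medium: Fresh YPD growth medium | Compound: Single dose | Schedule: Static 4 h at 37 °C with compound, 1 h detection | Controls: Clomiphene | Read-out: Luminescence rise reflecting yeast cell lysis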
EWS-Fli inh: inhibitors of EWS/Fli oncoprotein transcriptional activity. A673 NR0B1-luciferase reporter, viability-normalised. 350,000 compounds, 0.67% hits. inhibition, % at 12.6 µM;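 active = mean inhibition of at least 50% after viability correction, with every replicate also passing that limit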;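 note: firefly luciferase signal divided by Alamar Blue viability fluorescence both relative to DMSO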
FN deposition inh: fibronectin deposition inhibition | AH1F fibroblasts, Alexa488-fibronectin deposition fluorescence, overnight | inhibition, % at 12.6 µM | 350,000 compounds, 0.086% hits;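 active = mean inhibition across replicates of 30% or more, regardless of how many single replicates reach that level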;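 note: positive control wells lacked labelled fibronectin entirely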
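Material: AH1F fibroblast monolayer depositing Alexa488-labelled fibronectin into matrix | Input: 10000 AH1F cells/well | Medium: DMEM plus 2% serum, read in PBS | Reagent: Alexa488-fibronectin, 24 nM final in well | Compound dosing: One dose per compound, pinned | Schedule: 1 h adhesion, overnight exposure | Measured by: Fluorescence at 485 nm excitation, 525 nm emission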
CASP6 VEID inh: inhibitors of human caspase-6 | P55212 | 350,000 compounds, 0.53% hits | purified caspase-6, Z-VEID-R110 cleavage fluorescence | inhibition, % at 12.5 µM;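 active = mean inhibition across replicates at least about 35%, with every replicate also reaching that limit, limit read from the data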;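 note: 0% = median of neutral control wells and 100% = no fluorescence left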
Target sequence (P55212 24-179 limits assumed): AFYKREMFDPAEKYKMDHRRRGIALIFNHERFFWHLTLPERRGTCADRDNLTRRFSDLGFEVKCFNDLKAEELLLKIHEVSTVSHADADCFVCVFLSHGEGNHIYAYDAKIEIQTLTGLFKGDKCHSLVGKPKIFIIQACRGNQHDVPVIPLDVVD
Target sequence (P55212 194-293 limits assumed): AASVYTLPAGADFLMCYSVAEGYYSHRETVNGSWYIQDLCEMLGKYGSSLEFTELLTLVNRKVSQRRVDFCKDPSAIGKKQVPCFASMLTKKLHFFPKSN
LGR2 antag: blocks bursicon-induced cAMP signaling via Drosophila LGR2 | AID 720647 | inhibition, % at 9.99 µM | HEK293 LGR2, CRE-luciferase, bursicon-stimulated, 4 h | 380,000 compounds, 0.35% hits;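 active = drop in luminescence signal, shown as inhibition above about 50% in the replicate tests, limit read from the data, passing the limit was not always enough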;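 note: agonist challenge used bursicon conditioned medium at about half maximal strength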
miR-122 sensor: miR-122 inhibition in Huh7 cells; Huh7 miR-122 Renilla luciferase sensor, 48 h; neutral wells = 0, positive control = 100; activation (reporter increase), % at 12.5 µM; 340,000 compounds, 0.3% hits; AID 602342;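 active = mean replicate activation score at least 90 and every replicate individually at or above 90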;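 note: higher luciferase means less miR-122 activity so hits act as miR-122 inhibitors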
PAX8 reporter: PAX8 transcriptional activity inhibition; 360,000 compounds, 1.2% hits; inhibition, % at 12.6 µM; RMG-I TPO-luciferase reporter, SteadyGlo, 24 h;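 active = mean replicate inhibition at least 60% with every replicate also reaching 60%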;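 note: luciferase light reporting Pax8 driven TPO promoter activity; plate controls were median of neutral control wells for no effect and mitoxantrone controls for full effect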
* hit, by the source's call; . = not tested or not shown; [ ] = remark or other dose.

#	smiles	PGC1a acetyl inh	Cneo AK release	EWS-Fli inh	FN deposition inh	CASP6 VEID inh	LGR2 antag	miR-122 sensor	PAX8 reporter
1	COc1cccc(OCC(O)CN2CCN(C)CC2)c1 (configuration not stated)	-5	-4	-6	-1	-1	1	-5	-1
2	COc1ccc(NC(=O)CN(C)S(=O)(=O)c2cnc[nH]2)cc1	-3	3	-4	7	2	-2	-1	-17
3	CNC(=O)C[C@@H]1CC[C@@H]2[C@H](COc3ccc(NC(=O)c4cscn4)cc3C(=O)N2C)O1	-7	1	2	-4	.	-6	-12[16.7 µM]	-23
4	O=C(Nc1ccc(F)cc1)C(c1cccc(F)c1)N1CCN(c2cccc(C(F)(F)F)n2)CC1 (configuration not stated)	.	.	11	-3	-2	6	.	44
5	CC(=O)c1ccc(N2CCN(C(=O)C3CCCN3S(=O)(=O)c3cccc4nsnc34)CC2)cc1 (configuration not stated)	52	-2	.	4	0	-13	-4	-4
6	COCCNc1nc(-c2ccc(OC)cc2C)c2sc(-c3ccccc3)cc2n1	-13	0	40	11	2	-16	5	-6
7	O=c1ccccn1CCOc1ccccc1Cl	-7	1	.	-9	.	-21	-6	-30
8	S=c1[nH]nc(-c2ccccn2)n1/N=C/c1ccc(-c2ccccc2Cl)o1	.	.	-3	-6	3	-27	.	-13
9	O=[N+]([O-])c1cccc(/C=N/n2cnnc2)c1O	6	0	.	.	.	16	-3	.
10	CCN(CCCNC(=O)CSc1cc(=O)n(C)c2cc(Cl)ccc12)Cc1ccccc1	.	.	13	12	-4	10	.	-2
11	COc1nc(-c2ccccc2)ncc1S(=O)(=O)c1ccccc1	-15	.	3	15	-3	-1	.	32
12	ClCC(CNCc1ccccc1)c1ccccc1 (configuration not stated)	-2	0	5	8	-3	-4	.	15
13	Cc1ccc(CC(=O)Nc2nncs2)cc1	.	0	.	10	.	.	-9	-15
14	COc1ccc(-c2nnc3cccc(Cl)n23)c(OC)c1	-1	0	-10	7	-1	6	.	9
15	CCS(=O)(=O)N1[C@@H](CO)[C@@H](c2ccccc2)C12CN(C(=O)C1CC1)C2	3	.	-7	-2	1	-24	.	.
16	COc1ccc(CCN(C)C(=O)c2ccc(S(=O)(=O)NCc3ccco3)cc2)cc1OC	.	0	.	7	.	-22	-5	15
17	CCOC(=O)C(=CNc1cccc(C)n1)C(=O)OCC	12	0	.	.	.	5	7	.
18	O=C(C[C@H]1C[C@H]2c3cc(NC(=O)NC4CCCC4)ccc3O[C@H]2[C@H](CO)O1)NCc1cccc(F)c1	-4	5	1	.	0	7	5[16.7 µM]	10
19	COc1c(/C=N/NS(=O)(=O)c2ccc(C)cc2)c(CCN(C)C(C)=O)cc2c1OCO2	2	-1	6	0	-2	0	-9	5
20	O=C1c2cccc3cccc(c23)C(=O)N1c1ccccc1Cl	.	0	10	5	1	-11	.	9
21	O=C(c1ccccc1)N1CCN(S(=O)(=O)c2ccccc2)CC1	-7	.	4	-9	-2	-18	-8	3
22	C[C@H]1CN([C@@H](C)CO)C(=O)CCCn2cc(nn2)CO[C@H]1CN(C)C(=O)Nc1ccc2c(c1)OCO2	-4	.	-8	-1	.	-7	1[16.7 µM]	-2
23	Cc1ccc(C(=O)Nc2cccc(C(=O)NC3CCCCC3)c2)cc1	1	4	.	.	-2	-6	8	-6
24	Cc1cccc(NC(=O)Cn2nc(C(F)(F)F)cc2C2CC2)c1	-13	.	6	.	-1	.	0	.
25	COc1ccc(S(=O)(=O)N(C)C[C@@H]2Oc3ccc(NC(=O)Nc4ccc(F)cc4)cc3C(=O)N([C@@H](C)CO)C[C@@H]2C)cc1	-17	55	6	.	4	2	-3[16.7 µM]	.
26	O=C(O)c1cc(S(=O)(=O)N2CCCCC2)ccc1Cl	14	-10	-2	0	-4	-1	-1	-2
27	C[C@@H]1CN([C@H](C)CO)C(=O)c2cc(-c3ccccc3)cnc2O[C@@H]1CN(C)C(=O)C1CCCCC1	-8	-2	6	.	2	16	16[16.7 µM]	.
28	COCc1cc(C)[nH]c(=O)c1C(=O)NC12CC3CC(CC(C3)C1)C2	.	.	1	-2	.	-2	.	-9
29	C[n+]1ccccc1COc1ccc(C(C)(C)C)cc1	.	.	9	3	-39	.	.	40
30	COc1cc(-c2cc(C(=O)Nc3ccc(N4CCOCC4)cc3)c3ccccc3n2)cc(OC)c1OC	-2	1	6	0	0	1	-4	2
31	CC(C)CC#Cc1ccc2c(c1)O[C@H](CN(C)C(=O)CN(C)C)[C@H](C)CN([C@H](C)CO)S2(=O)=O	-5	40	-12	7	1	1	-15[16.7 µM]	.
32	C[C@@H]1CCCCO[C@H](CN(C)Cc2ccc(Cl)c(Cl)c2)[C@@H](C)CN([C@@H](C)CO)C(=O)c2cc(NC(=O)NC3CCCCC3)ccc2O1	11	.	-1	.	12	41	.	70*
33	Cc1onc(-c2ccccc2)c1C(=O)N1CCC(C)(C(=O)O)C1 (configuration not stated)	4	1	8	0	1	-1	.	7
34	O=C(c1cccc(F)c1)N1CC(=O)N2[C@H](CO)[C@H](c3ccc(-c4ccccc4F)cc3)[C@H]2C1	-7	.	-2	.	2	-4	.	1
35	O=C1c2ccccc2C(=O)c2c(/C=C/N3CCCCC3)ccnc21	.	.	-1	2	17	12	.	53
36	COC(=O)N/N=C/c1ccc(-c2ccc(C)c(Cl)c2)o1	-4	-1	-41	0	-2	-22	2	-20
37	C=CCNC(=O)/C(=C\c1ccc(Br)cc1)NC(=O)c1ccccc1OC	.	.	9	-4	2	-6	.	-3
38	Cn1ncc2c1NC(c1ccc(F)cc1)SCC2=O (configuration not stated)	.	0	-4	1	2	-18	-14	9
39	COc1ccc(C(=O)C(C)[n+]2ccc(-c3nnc4n3CCCCC4)cc2)cc1 (configuration not stated)	8	-1	5	-3	-13	.	-1	-5
40	CCOC(=O)c1ccc2nc(CCC(=O)N[C@H](C(=O)OC)C(C)C)c(=O)n(CC)c2c1	2	0	-6	-3	0	-6	-11	-20
41	C[C@@H]1CN([C@@H](C)CO)C(=O)c2cc(NC(=O)C3CCCCC3)ccc2O[C@@H]1CN(C)C(=O)Nc1ccc(F)cc1	.	0	-4	.	3	-7	0[16.7 µM]	15
42	CCOC(=O)N1CCN(S(=O)(=O)c2ccc(F)c(C(=O)Nc3ccc(C)c(Cl)c3)c2)CC1	.	4	.	2	.	6	.	13
43	C/C(=N\Nc1nc2ccccc2[nH]1)c1ccc(N2CCOCC2)cc1	-17	.	-44	.	1	-5	.	-59
44	c1cc(-c2nnn(CCOCCn3nnc(-c4ccncc4)n3)n2)ccn1	19	1	4	0	-13	8	4	0
45	Cc1ccc(C(=O)OCC(=O)Nc2sc3c(c2C#N)CCC3)cc1	1	2	.	6	.	-4	4	-6

In the list so far, these have fluorine.
#	smiles	PGC1a acetyl inh	Cneo AK release	EWS-Fli inh	FN deposition inh	CASP6 VEID inh	LGR2 antag	miR-122 sensor	PAX8 reporter
4	O=C(Nc1ccc(F)cc1)C(c1cccc(F)c1)N1CCN(c2cccc(C(F)(F)F)n2)CC1 (configuration not stated)	.	.	11	-3	-2	6	.	44
18	O=C(C[C@H]1C[C@H]2c3cc(NC(=O)NC4CCCC4)ccc3O[C@H]2[C@H](CO)O1)NCc1cccc(F)c1	-4	5	1	.	0	7	5[16.7 µM]	10
24	Cc1cccc(NC(=O)Cn2nc(C(F)(F)F)cc2C2CC2)c1	-13	.	6	.	-1	.	0	.
25	COc1ccc(S(=O)(=O)N(C)C[C@@H]2Oc3ccc(NC(=O)Nc4ccc(F)cc4)cc3C(=O)N([C@@H](C)CO)C[C@@H]2C)cc1	-17	55	6	.	4	2	-3[16.7 µM]	.
34	O=C(c1cccc(F)c1)N1CC(=O)N2[C@H](CO)[C@H](c3ccc(-c4ccccc4F)cc3)[C@H]2C1	-7	.	-2	.	2	-4	.	1
38	Cn1ncc2c1NC(c1ccc(F)cc1)SCC2=O (configuration not stated)	.	0	-4	1	2	-18	-14	9
41	C[C@@H]1CN([C@@H](C)CO)C(=O)c2cc(NC(=O)C3CCCCC3)ccc2O[C@@H]1CN(C)C(=O)Nc1ccc(F)cc1	.	0	-4	.	3	-7	0[16.7 µM]	15
42	CCOC(=O)N1CCN(S(=O)(=O)c2ccc(F)c(C(=O)Nc3ccc(C)c(Cl)c3)c2)CC1	.	4	.	2	.	6	.	13

The list goes on.
#	smiles	PGC1a acetyl inh	Cneo AK release	EWS-Fli inh	FN deposition inh	CASP6 VEID inh	LGR2 antag	miR-122 sensor	PAX8 reporter
46	CN=c1scc(-c2ccccc2F)n1/N=C/c1ccc(O)c(O)c1O	2	-4	56*	12	21	70*	-2	83*
47	O=C(CCCc1c[nH]c2ccccc12)NCc1ccc2c(c1)OCO2	-4	2	.	.	.	5	5	.
48	CCCCN(C(=O)c1ccc([N+](=O)[O-])o1)c1c(N)n(CCCC)c(=O)[nH]c1=O	.	.	2	.	5	-2	.	-15
49	C[C@@H](O)C#Cc1ccc([C@@H]2[C@H]3CN(C(=O)c4ccc5c(c4)OCO5)CCCCN3[C@H]2CO)cc1	1	3	4	2	-4	-11	0[16.7 µM]	-20
50	CC(C)C(=O)Nc1cccc(NC(=O)c2cccc([N+](=O)[O-])c2)c1	.	-3	.	8	.	.	-2	4
51	O=C(NC1CCCCC1)N1CC(=O)N2[C@@H](CO)[C@@H](c3ccc(-c4ccccc4)cc3)[C@@H]2C1	0	.	5	7	2	-6	.	0
52	C[C@@H]1CN([C@@H](C)CO)C(=O)c2cc(NC(=O)NC3CCCCC3)ccc2O[C@@H](C)CCCCO[C@H]1CN(C)Cc1ccccc1	16	-1	10	.	-1	1	-6[16.7 µM]	-10
53	O=C(O)C[C@H]1c2ccccc2S(=O)(=O)N1c1ccccc1	.	-1	7	-5	-1	9	.	3
54	O=C(c1ccco1)N1CCN(S(=O)(=O)c2c(Cl)cccc2Cl)CC1	11	3	4	-3	0	12	15	7
55	CCOC(=O)N1CCC(NC(=O)CN2C(=O)CSc3nc(C)cc(C)c32)CC1	2	-8	-12	-1	-1	-3	9	-23
56	CC(C)CCOc1ccc(C(=O)NNC(=O)CNC(=O)c2ccccc2F)cc1	1	2	9	4	-1	-15	-5	-4
57	CCOc1ncccc1C(=O)OCC(=O)c1ccccc1Br	-4	.	6	-2	-1	-19	.	9
